Assay outcomes: PubChem, National Center for Advancing Translational Sciences (NCATS)
hERG WT inh = qHTS for Inhibitors of KCHN2 3.1: Wildtype qHTS; U2OS, BacMam KCNH2, thallium flux FluxOr; hits give low values; activity change, % at 1.84 µM; 340,000 compounds, 0.37% hits;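 active = maximum activity change below -70%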
Target sequence (Q12809 whole entry, looked up): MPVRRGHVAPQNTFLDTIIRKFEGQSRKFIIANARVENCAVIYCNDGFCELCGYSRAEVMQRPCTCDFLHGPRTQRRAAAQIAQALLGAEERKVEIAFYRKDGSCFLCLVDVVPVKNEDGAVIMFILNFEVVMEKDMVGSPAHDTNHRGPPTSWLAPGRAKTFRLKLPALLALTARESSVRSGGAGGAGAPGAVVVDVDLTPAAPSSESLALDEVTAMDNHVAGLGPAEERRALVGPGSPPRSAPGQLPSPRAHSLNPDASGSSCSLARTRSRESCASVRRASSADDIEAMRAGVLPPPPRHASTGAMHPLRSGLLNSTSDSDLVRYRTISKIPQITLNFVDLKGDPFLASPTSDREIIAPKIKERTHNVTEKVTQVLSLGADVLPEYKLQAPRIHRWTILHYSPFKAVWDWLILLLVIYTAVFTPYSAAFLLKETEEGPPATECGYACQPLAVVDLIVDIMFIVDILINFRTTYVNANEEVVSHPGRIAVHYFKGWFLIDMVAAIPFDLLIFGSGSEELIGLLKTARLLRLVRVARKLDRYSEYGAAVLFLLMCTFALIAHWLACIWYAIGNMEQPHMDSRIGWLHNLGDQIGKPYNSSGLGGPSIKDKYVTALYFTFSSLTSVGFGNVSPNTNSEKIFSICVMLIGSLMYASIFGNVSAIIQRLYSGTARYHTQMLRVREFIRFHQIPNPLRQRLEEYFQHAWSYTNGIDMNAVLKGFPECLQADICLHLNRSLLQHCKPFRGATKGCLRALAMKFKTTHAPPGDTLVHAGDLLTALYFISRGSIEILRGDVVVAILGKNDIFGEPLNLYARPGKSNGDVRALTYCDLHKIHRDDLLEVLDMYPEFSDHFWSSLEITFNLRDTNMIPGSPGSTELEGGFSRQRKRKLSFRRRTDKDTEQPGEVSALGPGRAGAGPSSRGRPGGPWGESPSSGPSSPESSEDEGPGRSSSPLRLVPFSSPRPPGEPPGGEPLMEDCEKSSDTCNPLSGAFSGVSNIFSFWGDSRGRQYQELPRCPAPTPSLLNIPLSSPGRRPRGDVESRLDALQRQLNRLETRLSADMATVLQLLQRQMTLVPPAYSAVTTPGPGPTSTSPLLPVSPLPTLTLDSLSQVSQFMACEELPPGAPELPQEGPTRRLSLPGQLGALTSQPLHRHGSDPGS
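U2OS cells were transduced with wild-type KCNH2 virus (2.03 x 10^8 / mL) for 4 h at room temperature, then cultured overnight at 37 C. Thallium flux was read with FluxOr dye. Rate constants were normalized to DMSO controls.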
KCNH2 3.1 block = qHTS for Inhibitors of KCHN2 3.1: Mutant qHTS | activity change, % (tested at about 1.8 µM) | 340,000 compounds, 0.95% hits | AID 720553, 2013 | U2OS KCNH2 3.1, thallium flux FluxOr; hits give low values;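 active = maximum activity change below -70%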;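 note: thallium influx rate constant from kinetic fluorescence after stimulation buffer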
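Thallium flux read-out: FluxOr dye with Red40 quencher in HBSS/HEPES, 45 min at RT. Rate constants from kinetic reads were normalized to positive and negative DMSO controls. Cells: U2OS virally expressing the 3.1 isoform.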
The depositor's hits bear a star. % is set by controls: 0 for no effect and ±100 for the full control effect. These rows are one share of the data; rates above refer to the full screens.

SMILES	hERG WT inh	KCNH2 3.1 block
COc1ccccc1NC(=O)N(C)C[C@@H]1OCc2cnnn2CCCC(=O)N([C@H](C)CO)C[C@@H]1C	9	7
CC(=O)c1ccc(OCc2cc(C(=O)N(C)CC3COc4ccccc4O3)no2)cc1 (stereo not given)	2	-5
CCN(C(=O)c1ccc(NC(=O)C2CCCCC2C(=O)O)cc1)c1ccccc1 (stereo not given)	-17	21
CC1(CCc2ccccc2)NC(=O)N(CC(=O)N2CCc3ccccc32)C1=O (stereo not given)	-13	18
C[C@@H]1CN([C@@H](C)CO)C(=O)CCCn2nncc2CO[C@H]1CN(C)S(=O)(=O)c1ccc(Oc2ccccc2)cc1	-18	8
O=C(OCc1cn([C@H]2CN(CC3CCCCC3)[C@@H](c3ccccc3)C[C@@H]2O)nn1)c1ccccc1	-3	-3
CCC(C)N(C(=O)COC(=O)c1ccc(N)c([N+](=O)[O-])c1)C1CCS(=O)(=O)C1 (stereo not given)	-4	-10
Cn1c(=NN=Cc2ccccc2OCCO)sc2ccccc21	-22	-13
COc1ccc(CN2CCC[C@]3(N[C@H](c4ccccc4)[C@@H]4C(=O)N(Cc5ccccc5)C(=O)[C@@H]43)C2=O)cc1	12	-13
Cc1c(NC(=O)c2cccc(NC(=O)Cc3ccccc3Cl)c2)c(=O)n(-c2ccccc2)n1C	4	-14
C[C@H](CO)N1C[C@H](C)[C@H](CN(C)C(=O)c2ccncc2)OCc2ccccc2-c2c(n(C)c3ccccc23)C1=O	-1	-1
COc1cccc(/C=C/C(=O)OCC(=O)c2ccc[nH]2)c1	14	3

Gathered by group: the entries above with a carbonyl joined to an NH by a bond outside any ring.
SMILES	hERG WT inh	KCNH2 3.1 block
COc1ccccc1NC(=O)N(C)C[C@@H]1OCc2cnnn2CCCC(=O)N([C@H](C)CO)C[C@@H]1C	9	7
CCN(C(=O)c1ccc(NC(=O)C2CCCCC2C(=O)O)cc1)c1ccccc1 (stereo not given)	-17	21
Cc1c(NC(=O)c2cccc(NC(=O)Cc3ccccc3Cl)c2)c(=O)n(-c2ccccc2)n1C	4	-14

Other compounds:
SMILES	hERG WT inh	KCNH2 3.1 block
C[C@H]1Cn2cnc(C(=O)Nc3ccccc3)c2C(=O)N1	-1	-6
COc1ccc([C@H]2C[C@@H](n3cc(-c4ccc(F)cc4)nn3)[C@H](O)CN2C(=O)C2CCCCC2)cc1	4	5
CC(C)CC1C(=O)N(Cc2cn(CCC3OCCCO3)nn2)CCS(=O)(=O)N1Cc1ccc(-c2ccncc2)cc1 (stereo not given)	-139*	-157*
CN(C)CCCN(C(=O)c1ccc(S(=O)(=O)N2CCCCCC2)cc1)c1nc2cc3c(cc2s1)OCO3	9	1
CCOc1ccc(OCC(=O)NCCS(=O)(=O)N2CCN(c3ccccc3)CC2)cc1	8	-25
Cc1ccc(C(=O)O)cc1NC(=O)CCc1c(C)noc1C	1	16
COc1cccc(C(=O)N2CCCc3ccccc32)c1OC	-9	3
C[C@@H]1CN([C@@H](C)CO)C(=O)CCCn2nncc2CO[C@H]1CN(C)S(=O)(=O)c1cccs1	48	10
O=S(=O)(NCc1nnnn1-c1ccc(F)cc1)c1ccc(F)cc1	-11	9
Cc1ccc(S(=O)(=O)N2CCCC2CNC(=O)C(=O)NCc2ccc3c(c2)OCO3)cc1 (stereo not given)	7	-6
CCc1noc(C)c1C(=O)N1CCN(c2ccc([N+](=O)[O-])cc2)CC1	26	-6
COc1ccc([C@H]2C[C@@H](O)[C@H](n3cc(-c4ccc(F)cc4)nn3)CN2CC2CCCCC2)cc1	-4	-22

(further entries)
SMILES	hERG WT inh	KCNH2 3.1 block
CN(CC(=O)Nc1ccc(Cl)c(Cl)c1)C(=O)c1ccccc1SCC(=O)N1CCCC1	2	3
COCOCCn1cc(CN2CCS(=O)(=O)N(Cc3ccc(-c4cccc(N(C)C)c4)cc3)C(CC(C)C)C2=O)nn1 (stereo not given)	11	-1
Cc1ccc(OC(=O)N(C)C[C@H]2OCc3cn(nn3)CCCC(=O)N([C@H](C)CO)C[C@@H]2C)cc1	-12	-9
COC(=O)C[C@H]1C[C@H]2c3cc(NC(=O)C4CCC4)ccc3O[C@H]2[C@H](CO)O1	0	-3
C[C@H]1CN([C@@H](C)CO)C(=O)CCCn2nncc2CO[C@H]1CN(C)C(=O)c1ccc(N2CCN(C)CC2)cc1	6	6
CCN1C(=O)C(CC(=O)NCCc2ccccc2)N(NC(=O)c2ccc(Br)cc2)C1=S (stereo not given)	3	4
O=C(CC(=O)c1ccccc1)Nc1cccc([N+](=O)[O-])c1	-11	-2
C[C@H](CO)N1C[C@H](C)[C@@H](CN(C)C(=O)C2CCCCC2)OCc2cnnn2CCCC1=O	-10	-6
O=S1(=O)N[C@@H](c2ccccc2)COc2cc(Br)ccc21	-2	-1
COc1ccc(C=C2CCC3C(CCCC34OCCO4)C2=O)cc1 (stereo not given)	7	4
C[C@H](CO)N1C[C@H](C)[C@H](CN(C)C(=O)c2ccccn2)Oc2cc(C#Cc3ccc(F)cc3)ccc2S1(=O)=O	-4	-10
O=C1CN(C(=O)COC(=O)c2cc(Cl)ccc2[N+](=O)[O-])c2ccccc2N1	0	-5

Going on with the list.
SMILES	hERG WT inh	KCNH2 3.1 block
O[C@@H]1CN(CC2CCCCC2)[C@@H](c2ccc(Cl)cc2)C[C@H]1n1cc(-c2ccc(F)cc2)nn1	-7	-3
O=C(C[C@@H]1C[C@@H]2c3cc(NS(=O)(=O)c4ccc(F)cc4)ccc3O[C@@H]2[C@H](CO)O1)N1CCc2ccccc2C1	10	4
C[C@@H]1CN([C@@H](C)CO)C(=O)c2cc(Br)cnc2O[C@H]1CN(C)C(=O)c1ccc2c(c1)OCO2	-11	2
CC1=C(C(=O)N2CCOCC2)CC(CC(=O)NCCCCc2ccccc2)C(=O)N1Cc1ccc(F)cc1 (stereo not given)	3	-14
O=C(NCCCN1CCCC1)c1ccc2c(c1)N(Cc1cccc(Cl)c1)C(=O)c1ccccc1S2(=O)=O	13	-4
Cc1ccc([C@H]2C[C@H](O)[C@@H](n3cc(COC(=O)c4ccccc4)nn3)CN2C(=O)C2CCCCC2)cc1	-1	-8
COc1ccc(Nc2nnc(SCC(=O)NC3CCCC3)s2)cc1	-14	11
CC(C)(C)OC(=O)N1Cc2cc3ccccc3nc2C1	0	3
O=C(Nc1ccn(CCCNCc2cccc3ccccc23)c(=O)n1)OCc1ccccc1	13	-46
COc1ccc(S(=O)(=O)N2CCC(C(=O)N[C@@H](C)C(=O)NCc3ccccn3)CC2)cc1	2	-1
C[C@H](CO)N1C[C@H](C)[C@@H](CN(C)S(=O)(=O)c2cccc(F)c2)Oc2ncc(Br)cc2C1=O	12	13
Cc1cc(C)c(C(=O)COC(=O)c2cccc(S(=O)(=O)N3CCOCC3)c2)cc1C	-17	-2

Further compounds follow.
SMILES	hERG WT inh	KCNH2 3.1 block
COc1ccccc1NC(=O)c1oc2ccccc2c1C	-12	4
CC(C)(C)c1ccc(C(=O)O/N=C(\N)Cc2cccs2)cc1	-18	-12
CN(Cc1ccc2nsnc2c1)C(=O)C1CCC(=O)N(CCc2ccccc2)C1 (stereo not given)	15	-34
Cc1[nH]ccc2cc3nc4ccccc4c3cc12	-13	5
Clc1ccc(C(c2cccs2)N2CCNCC2)cc1 (stereo not given)	10	3
C[C@H](O)[C@@H]1CN2CCc3c([nH]c4ccc(-c5ccc6c(c5)OCO6)cc34)[C@@H]2C[C@@H]1N(C)C(=O)Nc1cc(Cl)cc(Cl)c1	-17	-33
COc1ccccc1S(=O)(=O)N(C)C[C@@H]1Oc2ncc(-c3ccc(C)cc3)cc2C(=O)N([C@H](C)CO)C[C@@H]1C	4	-2
O=C(CSc1ncccn1)NC1CCCC1	-11	1
CCCCCCc1nc2nc(Cl)c(Cl)nc2[nH]1	12	7
O=S1(=O)C[C@@H](N2CCC(Cc3ccccc3)CC2)[C@H](COCc2ccccc2)N1	-3	-9
CC(C)CN(C(=O)COC(=O)c1cccs1)c1c(N)n(Cc2ccccc2)c(=O)[nH]c1=O	-12	10
CCOC(=O)C1C(=O)CC(=O)C(C(=O)OCC)C1c1ccc(O)cc1 (stereo not given)	-1	9

Following part.
SMILES	hERG WT inh	KCNH2 3.1 block
COc1ccccc1CN1CC(C(=O)NCC2(O)CCCCC2)CCC1=O (stereo not given)	-14	2
O=C(C1CCCCC1)N1C[C@@H](n2cc(-c3ccc(F)cc3)nn2)[C@H](O)C[C@@H]1c1ccccc1	-3	5
c1ccc(OCCSc2ncnc3nc[nH]c23)cc1	13	9
CC1C=CC(C)C(C(=O)c2ccccc2)C1C(=O)c1ccccc1 (stereo not given)	-5	-5
C[C@@H]1CNC(=O)c2c(C(=O)N[C@H](C)c3ccccc3)ncn21	0	1
CCc1ncc(CO)n1Cc1cccc2ccccc12	-8	-15
O=C1NC(Cc2ccc(O)cc2)c2nc3cc(F)ccc3c(=O)n2-c2ncccc21 (stereo not given)	15	-19
COc1cccc(C2=CC(=O)CC(C)(C)C2=O)c1	-11	34
O=c1cnc2ccccc2n1Cc1ccccc1	-6	-9
COc1ccc(NC(=O)N(C)C[C@H]2OCc3cnnn3CCCC(=O)N([C@H](C)CO)C[C@@H]2C)cc1	3	3
CCC1NC(=O)c2cccnc2-n2c1nc1ccc(OC)cc1c2=O (stereo not given)	1	8
Cc1ccc(S(=O)(=O)N2CC3(O)CN(C(=O)OC(C)C)N(C(=O)OC(C)C)CC3(OC(=O)Nc3cccs3)C2)cc1 (stereo not given)	1	3

Next compounds
SMILES	hERG WT inh	KCNH2 3.1 block
C[C@H](CO)NC(=O)c1nc[nH]c1C(=O)N[C@H](C)c1ccccc1	-1	-8
CCOC(=O)C1=C(O)/C(=C/c2cn(CC(=O)NCC3CCCO3)c3ccccc23)SC1=Nc1ccc(C)cc1 (stereo not given)	-5	-18
COc1ccccc1N(C)S(=O)(=O)c1ccc(C(=O)N(C)Cc2cccc(F)c2)cc1	-27	5
CC1(C)CC(=O)C=C(c2cn[nH]n2)C1	11	30
C#CCN(C[C@@H]1[C@@H](OC(=O)NC2CCCC2)[C@@H](OC(=O)NC2CCCC2)Cn2c(=O)ccc(=O)n21)S(=O)(=O)c1ccc(C)cc1	5	0
Cc1c(NC(=O)CSc2nnc(-c3ccccc3F)o2)c(=O)n(-c2ccccc2)n1C	10	4
CSCC[C@H]1COC[C@@H](Cc2ccccc2)N1c1ccccc1	-4	3
CCCCCC(=O)N1C[C@@H](n2cc(-c3ccc(F)cc3)nn2)[C@H](O)C[C@@H]1c1ccc(Cl)cc1	1	-17
COc1ccc(CCC(=O)O)c(C(CC(=O)O)C(=O)O)c1OS(=O)(=O)c1ccc(C)cc1 (stereo not given)	-13	0
COc1ccc(CC(=O)N2CCN(C(=O)Cc3ccc(OC)c(OC)c3)CC2)cc1OC	-1	10
O=C(COC(=O)c1cccc(S(=O)(=O)N2CCCC2)c1)Nc1cccc(Br)c1	8	1
C[C@H]1CN([C@@H](C)CO)C(=O)c2cc(-c3cccc(C(=O)N(C)C)c3)cnc2O[C@H]1CN(C)C(=O)Cc1ccccn1	-8	24

In a second layout: results already given.
> CSCC[C@H]1COC[C@@H](Cc2ccccc2)N1c1ccccc1
  hERG WT inh = -4	KCNH2 3.1 block = 3
> CCCCCC(=O)N1C[C@@H](n2cc(-c3ccc(F)cc3)nn2)[C@H](O)C[C@@H]1c1ccc(Cl)cc1
  hERG WT inh = 1	KCNH2 3.1 block = -17

Additional structures
SMILES	hERG WT inh	KCNH2 3.1 block
CCCNC(=O)C[C@H]1C[C@H]2c3cc(NC(=O)Nc4ccc(F)cc4)ccc3O[C@H]2[C@@H](CO)O1	-3	7
COc1cc2c(=O)n(C)c3ccccc3c2cc1OC	-22	8
NNC(=O)c1nc2ccccc2s1	-5	2
C[C@H](CO)N1C[C@H](C)[C@@H](CN(C)S(=O)(=O)c2ccccc2C#N)OCc2cn(nn2)CCCC1=O	-5	1
CSC1=NN(c2ccccc2)CN(c2ccccc2)N1C	-3	-1
Nc1ccc(S(=O)(=O)c2ccc(N3CCOCC3)c(N)c2)cc1	-4	6
C[C@H]1CN([C@@H](C)CO)S(=O)(=O)c2ccc(Br)cc2O[C@@H]1CN(C)C(=O)Cc1ccccc1	3	7
CCOC(=O)c1oc2ccccc2c1COC(=O)CNC(=O)c1ccccc1F	1	12
COc1ccc(NC(=O)N(C)C[C@H]2Oc3ncc(Br)cc3C(=O)N([C@H](C)CO)C[C@@H]2C)cc1	-21	5
Cc1nc2cc3c(=O)n(C)cnc3cc2n1Cc1ccccc1	-3	1
CC(C)C1C(=O)N(Cc2cn(CC3CCCCC3)nn2)CCS(=O)(=O)N1Cc1ccc(-c2ccccc2)cc1 (stereo not given)	5	-25
Cc1ccc(OCC(=O)OCC(=O)NC2CCCCCC2)cc1C	6	13
C[C@@H]1Cn2cnc(C(=O)NCc3ccc(CNC(=O)OC(C)(C)C)cc3)c2C(=O)N1	2	19
Cc1ccc(-c2cc(C(=O)NCC3(N(C)C)CCCCC3)c3ccccc3n2)o1	43	-11
C[C@H]1CN([C@@H](C)CO)S(=O)(=O)c2ccc(Br)cc2O[C@@H]1CN(C)C(=O)C1CCOCC1	7	27

Single records, from the list above. Order of values: hERG WT inh | KCNH2 3.1 block
C[C@H]1CN([C@@H](C)CO)S(=O)(=O)c2ccc(Br)cc2O[C@@H]1CN(C)C(=O)C1CCOCC1 across the screens: 7 | 27
C[C@H](CO)N1C[C@H](C)[C@@H](CN(C)S(=O)(=O)c2ccccc2C#N)OCc2cn(nn2)CCCC1=O across the screens: -5 | 1
